GPR151 ag: human GPR151 activation | Q8TDV0 | PathHunter beta-arrestin GPR151 cells, luminescence | activation, % at 11.2 µM | 1% of 650,000 active; in the data active = activation above about 4.9%;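 note: 0% = median of compound wells and 100% = cells with positive control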
Target sequence (Q8TDV0 whole entry, looked up): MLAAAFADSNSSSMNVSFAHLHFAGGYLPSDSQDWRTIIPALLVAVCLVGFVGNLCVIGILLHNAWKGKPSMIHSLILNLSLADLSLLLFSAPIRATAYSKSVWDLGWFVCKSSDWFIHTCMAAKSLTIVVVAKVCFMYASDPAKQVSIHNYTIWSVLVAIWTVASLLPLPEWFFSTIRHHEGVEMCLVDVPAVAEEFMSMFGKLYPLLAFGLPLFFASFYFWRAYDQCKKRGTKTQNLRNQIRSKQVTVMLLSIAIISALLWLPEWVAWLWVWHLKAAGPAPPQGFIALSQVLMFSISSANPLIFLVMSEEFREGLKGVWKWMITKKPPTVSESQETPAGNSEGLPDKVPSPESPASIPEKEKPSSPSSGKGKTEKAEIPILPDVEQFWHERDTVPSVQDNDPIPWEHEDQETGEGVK
MITF inh: inhibitors of human MITF; O75030; AlphaScreen MITF homodimerization, bead proximity signal; inhibition, % at 2.6 µM; 0.91% of 650,000 active; AID 1259374; in the data active = inhibition above about 50%;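 note: 0% = vehicle wells with protein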
Target sequence (O75030 whole entry, looked up): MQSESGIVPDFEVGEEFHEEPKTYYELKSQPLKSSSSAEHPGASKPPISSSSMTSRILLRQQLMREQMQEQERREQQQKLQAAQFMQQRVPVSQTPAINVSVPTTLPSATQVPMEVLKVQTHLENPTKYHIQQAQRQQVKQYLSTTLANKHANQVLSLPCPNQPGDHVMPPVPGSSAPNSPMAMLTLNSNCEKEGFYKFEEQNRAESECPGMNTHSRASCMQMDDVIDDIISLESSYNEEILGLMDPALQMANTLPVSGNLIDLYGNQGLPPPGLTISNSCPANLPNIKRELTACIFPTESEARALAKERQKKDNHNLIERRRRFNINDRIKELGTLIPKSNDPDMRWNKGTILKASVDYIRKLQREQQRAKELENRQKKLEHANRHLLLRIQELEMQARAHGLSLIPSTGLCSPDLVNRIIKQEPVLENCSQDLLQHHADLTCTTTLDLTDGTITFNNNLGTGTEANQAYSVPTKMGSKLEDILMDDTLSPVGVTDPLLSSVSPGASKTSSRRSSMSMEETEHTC
TEAD-YAP block: TEAD-YAP interaction inhibition. 1.4% of 640,000 active. inhibition, % at 9.12 µM. AID 1259422. HEK-TIYL cells, TEAD-Gal4/YAP UAS-luciferase luminescence; in the data active = inhibition above about 32%;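 note: 0% = median of test compound wells and 100% = reference inhibitor wells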
FBW7 act: activators of human E3 ligase FBW7; AlphaScreen FBW7–phospho-cyclin E peptide binding, activator screen; normalized activity (activation), % at 26.1 µM; 0.13% of 650,000 active; AID 1259310; in the data active = normalized activity above about 1.9%;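 note: purified mutant Fbw7 with reduced substrate affinity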
Active calls of the source: *; · = no result given.

Screens in order: GPR151 ag | MITF inh | TEAD-YAP block | FBW7 act
> CN1C(=O)C(O)(C2CCc3ccccc3C2=O)c2cc(Br)ccc21 (configuration not stated)
  0.3 | -14 | 22 | 0.0
> COC(=O)c1ccc(N=Cc2c(O)ccc3ccccc23)cc1
  0.4 | 8 | -3 | 0.1
> COc1cc2nc(-c3c(C)noc3C)nc(Nc3ccc(Oc4ccccc4)cc3)c2cc1OC
  0.9 | -2 | 10 | 0.2
> Cn1c(SCC(=O)OC2CCCCC2)nc2cccnc21
  0.0 | 20 | -2 | 0.9
> COc1ccc(C(=O)OCc2ccccc2)cc1I
  2.8 | -11 | 6 | -0.1
> CC(C)=CCN1CCNC(=O)C1CC(=O)NCc1nc(C)c(C)s1 (configuration not stated)
  1.9 | -13 | 2 | 0.5
> COC(=O)C1=C(C)NC(=O)NC1c1ccc(OCC(=O)N2CCOCC2)cc1 (configuration not stated)
  -0.8 | 13 | 1 | 0.9
> CCCc1nnc(NC(=O)CCCOc2ccccc2C)s1
  0.2 | 4 | -1 | 0.0
> CCCN1C(=O)c2cc(C(=O)NC3CCCCCC3)ccc2C1O (configuration not stated)
  -2.0 | 14 | 15 | 0.5
> O=C(Cc1ccc(Br)cc1)NC1CCCC1
  -0.2 | -25 | -5 | -0.1
> CCCCOC(=O)Nc1nnc(CC)s1
  1.7 | 13 | -17 | 0.0
> C[C@@H](Cn1nnn(-c2ccccc2)c1=O)NC(=O)c1cnccn1
  -0.9 | 2 | -2 | -0.1
> O=C(Nc1ccc(Cl)c(N2C(=O)CCC2=O)c1)c1ccc2ccccc2c1O
  -0.3 | -11 | -8 | -0.1
> CN1C(=O)[C@H]2CN(CC3CCCCC3)CCN2C(=O)[C@@H]1CO
  0.7 | 8 | 2 | 0.6
> COCCCNC(=S)N(Cc1ccccc1)Cc1ccc(F)cc1
  1.4 | -5 | 1 | -0.1
> COC(=O)CCC(=O)NCC1Cc2cc(Cl)cc(-c3ccc(C(=O)OC)cc3)c2O1 (configuration not stated)
  1.1 | 8 | -4 | -0.2
> CCOCCOC(=O)c1ccc(NC(=O)c2ccc(C(=O)C(=O)c3ccccc3)cc2)cc1
  1.7 | 0 | -2 | -0.1
> COc1ccc2cc(CCNC(=O)C(C)(C)C)c(=O)[nH]c2c1
  0.0 | 7 | -3 | 0.1
> COc1ccc(CCn2c(=O)[nH]c3c(C(N)=O)nc(C4CCCCC4)nc32)cc1
  -0.3 | -5 | 0 | -0.1
> CC(SCC(=O)N(CCc1ccccc1)Cc1ccccc1)C(=O)O (configuration not stated)
  2.3 | 8 | 3 | 0.0
> COC(=O)c1sc(N)c(C(=O)OC)c1COC(=O)/C=C/c1cccs1
  0.9 | 10 | -6 | 0.3
> CCCC(=O)Nc1c2c(nn1-c1ccc(C)cc1)CS(=O)C2 (configuration not stated)
  -0.2 | 16 | 4 | 0.1
> CCN(CC)CCn1c(=S)sc2c(=O)n(-c3ccccc3)c(SCc3c(F)cccc3Cl)nc21
  0.4 | 41 | 11 | 0.3
> C=CCOc1ccc(/C(O)=C2/C(=O)C(=O)N(Cc3cccnc3)C2c2ccc(Cl)cc2)cc1C (configuration not stated)
  -0.8 | 11 | -3 | 0.1
> COc1ccc([N+](=O)[O-])cc1-c1ccc(C2C3=C(CC(C)(C)CC3=O)OC3=C2C(=O)CC(C)(C)C3)o1
  0.0 | 9 | 7 | 0.1
> CCn1cc(-c2nnc(SCC(=O)O)n2C)c2ccccc21
  -0.3 | 7 | -1 | 0.0
> CC(=O)c1cccc(NC(=O)c2ccccc2F)c1
  -2.4 | 1 | 4 | 0.7
> Cc1nc2c(C)cccn2c1C(=O)NCc1cccs1
  0.0 | 11 | 4 | -0.1
> Cc1cccc(N2CCN(S(=O)(=O)CCNC(=O)Cc3ccc(F)cc3)CC2)c1
  2.5 | -3 | 6 | 0.1
> CC(=O)c1c(C(C)=O)c(C)n(Cc2ccc3c(c2)OCO3)c1C
  1.7 | -4 | 7 | -0.1
> C=CCN1c2ccccc2[C@]23CCC(=O)N(CC(=O)OC)C2=NC(C(=O)OC)=C(C(=O)OC)[C@H]13
  -0.1 | 11 | · | 0.1
> Cc1ccc(S(=O)(=O)C2(C(=O)N[C@H](C)Cn3nnc4ccccc43)CC2)cc1C
  0.9 | -9 | 14 | -0.2
> Nc1ccc(NCCO)c(N)c1
  -1.1 | 57* | -1 | -1.1
> O=C(c1cnc2[nH][nH]c(=O)c2c1)c1cc(Cl)cc(Cl)c1O
  -0.5 | 14 | -9 | 0.1
> [O-]/[N+](=C\c1ccc(F)cc1)c1ccc(Cl)cc1
  -0.7 | -24 | -3 | -0.1
> CCOc1ccc(C2=CC(=O)C(C(C)=O)CC2)cc1 (configuration not stated)
  0.2 | 3 | -56 | 0.1
> COc1ccccc1NC(=O)N1CCN(c2ccc3nncn3n2)CC1
  0.4 | 11 | 10 | 0.1
> Cc1cccc(C2CC(c3ccc(Br)cc3)Nc3nnnn32)c1 (configuration not stated)
  0.1 | 2 | 2 | -0.1
> Cc1c(C(=O)OCCc2ccccn2)sc2ncn(Cc3ccc(F)cc3)c(=O)c12
  0.1 | 2 | 0 | 0.1
> Nc1ccccc1NC1=CC(=O)CC(c2ccc(F)cc2)C1 (configuration not stated)
  1.3 | -4 | -55 | -0.2
> O=C(/C=C\c1ccccc1)C1=C(O)c2ccccc2C1=O
  1.4 | 9 | -12 | 0.2
> Cc1ccc(-c2nnc(N3CCOCC3)c3ccccc23)cc1S(=O)(=O)N1CCN(C)CC1
  5.5* | -7 | 0 | -0.1
> Cc1cc(NS(=O)(=O)Cc2ccccc2)ccc1Br
  0.0 | -1 | -3 | 0.2
> O=C(NCC(O)c1ccc([N+](=O)[O-])cc1)c1cc(F)c(F)c(F)c1F (configuration not stated)
  -0.2 | 2 | 6 | -0.2
> COc1c(Cl)cc(C(=O)N(Cc2sccc2C)C2CCS(=O)(=O)C2)cc1Cl (configuration not stated)
  -0.4 | 3 | 2 | 0.5
> Cc1cnc(C)c(-c2ccc(F)c3c2OC(CNC(=O)CC2CCCCC2)C3)n1 (configuration not stated)
  1.1 | -6 | 3 | 0.2
> COc1ccc(NC(=O)c2noc3c2CCc2ccccc2-3)cc1
  0.0 | -26 | -37 | 0.0
> COc1ccc(CN2CCN(Cc3csc(C(C)=O)c3)CC2CCO)c(F)c1 (configuration not stated)
  0.6 | -8 | -12 | 0.0
> CCOC(=O)c1c(C)c(C(=O)Nc2ccccc2OC)c(C)n1CC
  0.1 | -4 | -14 | -0.3
> Cc1c(C(=O)OCC(=O)c2ccc(Br)cc2)cc([N+](=O)[O-])cc1[N+](=O)[O-]
  0.6 | 12 | 8 | -0.4
> O=[N+]([O-])c1ccc(/C=N/NS(=O)(=O)c2ccc3ccccc3c2)cc1
  0.0 | 15 | 13 | 0.5
> O=C(O)CCCCCN1C(=O)C(=O)/C(=C(\O)c2ccc([N+](=O)[O-])cc2)C1c1cccc(F)c1 (configuration not stated)
  -0.7 | 3 | -2 | -0.1
> COc1ccc(C(c2c(C)[nH]c3ccccc23)N2CCN(C)CC2)cc1 (configuration not stated)
  -0.6 | 3 | -22 | 0.0
> Cc1ccccc1N1CCN(S(=O)(=O)C[C@]23CCC(CC2NC(=O)[C@@H](N)CCS(C)(=O)=O)C3(C)C)CC1 (some centres not stated)
  0.0 | 9 | -1 | 0.0
> CCOc1cc(C2CC(=O)Nc3cc4c(cc32)OCO4)ccc1O (configuration not stated)
  -0.5 | -9 | -6 | -0.1
> O=C(OCC(=O)N(C1CCCCC1)C1CCCCC1)c1cnccn1
  1.5 | 6 | -1 | -0.1
> O=c1c2oc3ccccc3c2ncn1Cc1cccc2ccccc12
  -1.1 | -5 | 3 | 0.3
> Cc1ccc(/C=C(\C#N)C(N)=C(C#N)C#N)s1
  0.4 | -2 | 1 | -0.2
> CC(C)CCNC(=O)/C=C/c1ccccc1Cl
  0.0 | -13 | -72 | 0.0
> CC[C@H](Cn1nnc2ccccc2c1=O)NC(=O)Cn1cnc2ccccc21
  0.5 | -3 | 18 | 0.0

A run of entries from further up, as a working copy:
Screens in order: GPR151 ag | MITF inh | TEAD-YAP block | FBW7 act
> CC(C)CCNC(=O)/C=C/c1ccccc1Cl
  0.0 | -13 | -72 | 0.0
> CC[C@H](Cn1nnc2ccccc2c1=O)NC(=O)Cn1cnc2ccccc21
  0.5 | -3 | 18 | 0.0

Shown as labelled records: 4 of the compounds above
> COc1c(Cl)cc(C(=O)N(Cc2sccc2C)C2CCS(=O)(=O)C2)cc1Cl (configuration not stated)
  GPR151 ag: -0.4 | MITF inh: 3 | TEAD-YAP block: 2 | FBW7 act: 0.5

> CCCC(=O)Nc1c2c(nn1-c1ccc(C)cc1)CS(=O)C2 (configuration not stated)
  GPR151 ag: -0.2 | MITF inh: 16 | TEAD-YAP block: 4 | FBW7 act: 0.1

> COc1ccccc1NC(=O)N1CCN(c2ccc3nncn3n2)CC1
  GPR151 ag: 0.4 | MITF inh: 11 | TEAD-YAP block: 10 | FBW7 act: 0.1

> O=C(/C=C\c1ccccc1)C1=C(O)c2ccccc2C1=O
  GPR151 ag: 1.4 | MITF inh: 9 | TEAD-YAP block: -12 | FBW7 act: 0.2

Next results follow:
Screens in order: GPR151 ag | MITF inh | TEAD-YAP block | FBW7 act
> CCOc1ccccc1NC(=O)c1nn(-c2cccc(OC)c2)c(=O)c2ccccc12
  -0.3 | 18 | 12 | 0.0
> CCOc1ccc(C(=O)NC(C(=O)NCc2ccccn2)C(C)C)cc1 (configuration not stated)
  0.5 | 6 | -3 | 0.0
> Cc1cc(C)c(N2C(=O)CCC2=O)c(C)c1N1C(=O)CCC1=O
  -0.9 | 3 | -4 | -0.1
> CCOc1ccc(S(=O)(=O)NCc2ccc(F)cc2)c2cccnc12
  0.3 | 0 | 6 | 0.0
> O=C(Nc1ccccc1C(=O)N1CCCC1)c1ccccc1I
  -0.7 | -2 | 9 | 0.3
> Cc1ccc(CNS(=O)(=O)c2cc(C(=O)Nc3ccc(Oc4ccccc4)cc3)ccc2F)cc1
  1.3 | -4 | 20 | -0.1
> Brc1cc(Br)c2nc3[nH]c4ccc(Br)cc4c3nc2c1
  -1.6 | -4 | 7 | 0.0
> O=C1OCCC=C1C(O)CCc1ccccc1 (configuration not stated)
  1.1 | 8 | · | -0.2
> Cc1ccc(C2C(=O)N(C3CCC(C)CC3)CC(=O)N2Cc2ccccc2)cc1 (configuration not stated)
  -0.4 | 18 | -5 | 0.7
> C=CCN1C(=O)C(=O)c2cc(S(=O)(=O)N3CCOCC3)ccc21
  0.0 | 11 | 4 | 0.2
> C/C(=N\NC(=O)Cc1c(C)[nH][nH]c1=O)c1cccc(Br)c1
  0.9 | 2 | -3 | 0.0
> CC1(C)C(C#N)=C(SCC(N)=O)NC(=O)C1C#N (configuration not stated)
  1.7 | -4 | -4 | 0.1
> Cc1nc(CN2CCN(C(=O)CCC3(Cc4ccco4)CCC(=O)N3)CC2)cs1 (configuration not stated)
  0.0 | -4 | 2 | 0.0
> Cc1cc2nccc(NC(=O)CSc3ccccc3)n2n1
  2.7 | -12 | 4 | 2.1*
> COc1ccc(/C=N/Nc2nncn2N)cc1Br
  -0.9 | 0 | -1 | -1.2
> O=c1c2ccccc2ncn1Cc1c(F)cccc1F
  4.9* | -2 | 1 | -0.1
> O=C(NCc1ccc2c(c1)OCO2)C(=O)NC1CC1
  0.0 | -12 | -7 | 0.8
> COc1cccc(NC(=O)c2ccc(S(=O)(=O)N3CCOCC3)cc2)c1
  -0.2 | 1 | 4 | 0.2
> O=C1c2ccc(C34CC5CC(CC(C5)C3)C4)cc2C(=O)N1c1ccc(Br)cc1
  0.3 | -4 | 1 | 0.0
> Cc1cc(C(=O)O)ccc1-n1c(C)ccc1C
  0.9 | 29 | 2 | -0.2
> CCN1C(=O)NC2C1N(S(C)(=O)=O)CCN2S(C)(=O)=O (configuration not stated)
  -2.2 | -1 | -6 | -0.2
> O=C(Nc1ccc(S(=O)(=O)NC2CCCCC2)cc1)c1ccc([N+](=O)[O-])cc1Cl
  0.7 | 0 | -10 | -0.2
> CN(c1ccccc1)S(=O)(=O)c1cc(C(=O)OCC(N)=O)ccc1Cl
  1.0 | 3 | 9 | -0.1
> CC(C)n1cnc2c(NC3CCN(Cc4ccccc4)CC3)nc(Cl)nc21
  0.5 | -2 | 47* | 0.0
> COc1cc(NC(=O)c2ccnc(N3CCCC3CO)c2)cc(OC)c1OC (configuration not stated)
  3.7 | 5 | -5 | 0.1
> CCc1cc(C(=O)OC)c(NC(=O)c2cc(-c3ccc(C(C)C)cc3)nc3ccccc23)s1
  -0.9 | 9 | -4 | -0.1
> O=C(Nc1ccccc1)Nc1ccc(Cl)c([N+](=O)[O-])c1
  -0.8 | 6 | -8 | -0.2
> O=C1NC(=O)/C(=C/c2cc(-c3ccccc3)n(-c3ccc(Cl)cc3)c2-c2ccccc2)N1
  0.0 | 2 | -8 | -0.5
> Cc1ccc([N+](=O)[O-])cc1N1C(=O)CC(Sc2ccccc2C(=O)O)C1=O (configuration not stated)
  -0.3 | 4 | 5 | 0.1
> N#Cc1ccccc1OCC(=O)OCC(=O)N1CCCC1
  0.0 | 2 | 11 | 0.0
> CN(CCc1ccccc1)C1CCCN(Cc2cccnc2)C1 (configuration not stated)
  -1.3 | 8 | 10 | 0.4

Source: PubChem
